# EPAC1 antag = blocks human EPAC1 exchange factor; 360,000 tested, 0.14% active; EPAC1 GEF assay, Rap1b-BODIPY-GDP exchange fluorescence; Potency, µM (titrated, usually from 115 µM), inactives show top-dose activity change, negative = inhibition, actives largely listed as inhibitors;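 note: potency is the fitted concentration of half-maximal effect; plate controls were vehicle for no effect and positive control for full effect; nearly all actives have a fitted effect of over 50% in size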
# Target sequence (O95398 whole entry, looked up): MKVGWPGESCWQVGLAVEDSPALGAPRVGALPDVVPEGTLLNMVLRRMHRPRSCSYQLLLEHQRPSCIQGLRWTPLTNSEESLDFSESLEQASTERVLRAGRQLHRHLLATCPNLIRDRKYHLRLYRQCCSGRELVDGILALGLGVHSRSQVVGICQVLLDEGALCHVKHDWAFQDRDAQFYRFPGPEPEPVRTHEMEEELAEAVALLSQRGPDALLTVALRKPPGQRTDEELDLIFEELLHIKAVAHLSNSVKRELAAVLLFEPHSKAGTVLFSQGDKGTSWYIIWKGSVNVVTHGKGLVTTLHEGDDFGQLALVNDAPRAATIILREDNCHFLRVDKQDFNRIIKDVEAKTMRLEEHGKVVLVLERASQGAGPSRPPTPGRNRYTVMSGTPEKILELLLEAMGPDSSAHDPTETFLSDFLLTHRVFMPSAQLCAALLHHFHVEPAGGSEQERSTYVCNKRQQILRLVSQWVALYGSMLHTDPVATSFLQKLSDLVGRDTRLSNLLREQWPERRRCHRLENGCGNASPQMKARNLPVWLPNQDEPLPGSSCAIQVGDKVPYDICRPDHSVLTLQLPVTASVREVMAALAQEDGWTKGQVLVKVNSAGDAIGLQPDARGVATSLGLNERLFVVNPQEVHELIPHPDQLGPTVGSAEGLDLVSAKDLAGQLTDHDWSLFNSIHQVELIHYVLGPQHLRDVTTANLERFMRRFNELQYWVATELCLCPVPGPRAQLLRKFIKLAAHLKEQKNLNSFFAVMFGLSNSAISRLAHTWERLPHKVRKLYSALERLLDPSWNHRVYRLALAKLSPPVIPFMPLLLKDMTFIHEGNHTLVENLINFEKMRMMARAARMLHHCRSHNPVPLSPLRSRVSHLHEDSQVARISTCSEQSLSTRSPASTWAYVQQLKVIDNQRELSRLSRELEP
# WRN helicase inh = blocks human WRN helicase | Q14191 | WRN helicase unwinding, fluorescent forked duplex, kinetic | Potency, µM (doses to about 114 µM), for inactives: at the highest dose activity change, negative = inhibition, usual class: inhibitors | 360,000 tested, 0.46% active | AID 651768; note: potency is the fitted concentration of half-maximal effect; % is set by controls: 0 for no effect and ±100 for the full control effect; nearly all actives have a fitted effect of over 55% in size
#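 Screening of the MLSMR collection measured strand separation of a quenched forked DNA duplex (100 nM) by 20 nM WRN with 2 mM ATP, all final. Compounds were preincubated with enzyme 15 min at room temperature.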
# FUS suppressor = FUS proteinopathy suppression in yeast; 390,000 tested, 0.24% active; AID 1347120; S. cerevisiae FUS-expressing, growth rescue, OD600, 24 h; Potency, µM (series often up to 76.6 µM), for inactives: at the highest dose growth rescue (activation), usual class: activators;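 note: potency is the fitted concentration of half-maximal effect; plate controls were DMSO vehicle for no effect and reference control for full effect; nearly all actives have a fitted effect of over 55% in size; some results filed as inactive show a strong effect at the top dose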
#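 Cultures pregrown in 2.5% raffinose medium are shifted to minimal medium containing 2% galactose to express toxic FUS. Compounds are tested at several concentrations. After 24hr at 30C, growth is quantified at 600 nm absorbance.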
# PLK1 PBD block = PLK1 (human) polo-box domain binding inhibition; P53350; Plk1 PBD binding of FITC phosphopeptide, fluorescence polarization; Potency, µM, without a hit: max response, negative = inhibition, hits mostly inhibitors; 360,000 tested, 2.8% active; AID 720504; note: potency is the fitted concentration of half-maximal effect; series mostly up to about 57 µM; % is set by controls: 0 for no effect and ±100 for the full control effect; nearly all actives have a fitted effect of over 65% in size
# Abeta rescue = restores growth of yeast expressing A-beta42 peptide. 410,000 tested, 0.063% active. yeast expressing A-beta42, growth rescue, OD600, 48 h; response scale: 0% DMSO, 100% iron-clioquinol control. Potency, µM (doses to about 46.1 µM), without a hit: at the top dose growth rescue, most hits filed as activators. AID 1347071; note: potency is the fitted concentration of half-maximal effect; nearly all actives have a fitted effect of over 55% in size
#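 Growth rescue measured by 600 nm absorbance after 48 h yeast culture at 30 C with compound. Values normalized between DMSO and an equimolar ferric chloride plus clioquinol control.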
# IL2 activator = activators of IL-2; IL-2 activation reporter assay, cell-based qHTS; stimulated with anti-CD3/CD4/CD28 beads; in transgenic mouse T cells; activation, % (series mostly up to about 46 µM); AID 652025; 360,000 tested, 0.065% active; in the data active = activation above about 50%; inconclusive = mostly about 30% to 49%; note: 0% is about no effect
#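 Screening format: compound pinned onto unstimulated transgenic mouse T cells, 60 min incubation, then anti-CD3/anti-CD4/anti-CD28 bead stimulation for 18 hours at 37 degrees C, followed by EGFP and DsRed detection.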
# aSyn rescue = rescues yeast growth from alpha-synuclein toxicity; 370,000 tested, 0.14% active; Potency, µM (top dose mostly 46.1 µM), for the others: top-dose growth rescue (activation), hits mostly activators; Yeast expressing alpha-synuclein, growth rescue, BacTiter-Glo, 24 h; AID 652106; note: potency is the fitted concentration of half-maximal effect; % of control where 0% means no effect; nearly all actives have a fitted effect of over 65% in size
#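 Rescue of yeast growth: cells expressing toxic alpha-synuclein, induced in galactose at OD600 0.02, incubated with compound 24 h at 30 C. ATP luminescence quantified growth; inhibitors of toxicity appear as activators.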
# EPAC1 agonist = activates human EPAC1 exchange factor; 360,000 tested, 0.073% active; O95398; Potency, µM (top dose mostly 154 µM), for inactives: top-dose activation, actives largely listed as activators; EPAC1 agonist qHTS, biochemical assay; response scale: 100% = response to 6.5 mM cAMP; AID 720707; note: potency is the fitted concentration of half-maximal effect; nearly all actives have a fitted effect of over 60% in size
#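 Read-out is the fluorescence drop as BODIPY-GDP leaves Rap1B (480 nm excitation, 540 nm emission), recorded every 5 minutes over 30 minutes. Reactions held 100 nM EPAC1, 250 nM Rap1B–BODIPY-GDP and 50 uM GDP, with 6.5 mM cAMP setting full activation.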
# PI5P4Ka inh = blocks human PI5P4K alpha kinase activity. P48426. PI5P4Kalpha enzyme, ADP-Glo luminescence, 60 min; active compounds read low. max response, %. 330,000 tested, 1.2% active; active = max response of -50% or lower; inconclusive = between -30% and -50%; inactive = -30% or higher; note: value at the top dose of about 77 µM; % is set by controls: 0 for no effect and ±100 for the full control effect
#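 qHTS, 1536-well: enzyme/substrate mix, compound by pin tool, 5 microM ATP final; RT 60 min; ADP-Glo reagents 1 (45 min) then 2 (30 min); luminescence.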
# Active calls of the source: *; ? = inconclusive; nt = not tested or not shown; & = joins results of further samples; [ ] = another dose, or the depositor's remark. Unless noted, calls come from the whole dose curve; as a rule, active = well fitted curve in the direction sought with a large enough effect; inconclusive = small, poorly fitted or top-dose-only effect, or another doubt; inactive = no such curve, though single readings can be large; an effect the other way counts as inactive or inconclusive.
# The line under a structure holds: IL2 activator	Abeta rescue	FUS suppressor	WRN helicase inh	PLK1 PBD block	PI5P4Ka inh	EPAC1 antag	EPAC1 agonist	aSyn rescue
- O=c1ccc2cc(S(=O)(=O)N3CCN(c4ccccc4)CC3)ccc2[nH]1
  -0.6	-2%	-10%	-1%	7%	4	9%	-12%	1%
- O=C(CN(Cc1ccccc1)S(=O)(=O)c1ccc2c(c1)OCCO2)N/N=C/c1ccc(F)cc1
  -2.9	-10%	?	-28%[57.1 µM]	-7%	nt	-14%	27%	10%
- Cc1[nH]n(-c2ccccc2)c(=O)c1N=Nc1ccccc1
  -2.8	-9%	-8%	-3%	1%	2	1%	1%	-2%
- CCOC(=O)c1[nH]cnc1C(=O)Nc1cccc(OC)c1
  0.9	-13%&7%	7%&-11%	3%	-12%	2	-3%	7%	-8%
- CCc1ccc(NC(=O)NCCCN2CCCC2=O)cc1
  -2.6	1%	-7%	7%	-13%	-6	0%	-2%	-5%
- CCC1(CC)Cc2ccccc2C(=C(C#N)C#N)N1
  -1.7	-1%	-8%	1%	-2%	-6	7%	-4%	-15%
- Cc1ccc(C(=O)OCCn2cc(C#N)c(=O)[nH]c2=O)cc1
  -0.4	-7%	1%	4%	-13%	3	-10%	-7%	0%
- CCN(CC)S(=O)(=O)c1cccc(NC(=O)C2CC(=O)N(c3ccc4c(c3)OCCO4)C2)c1 (stereo not drawn)
  0.4	-1%	23%	-2%	3%	1	-14%	11%	-3%
- O=C(CN1CCCCC1)NC(=O)NC1CCCC1
  -1.0	-9%	-20%	1%[57.1 µM]	-10%	10	-16%	6%	-6%
- OC1(c2cccs2)CN(c2ccc(Cl)cc2)C2=[N+]1CCCS2 (stereo not drawn)
  -2.3	-28%	21%	-19%	-12%	-1	-33%	2%	-6%
- COCCn1c(C)cc(C(=O)COC(=O)CCc2ccc(S(=O)(=O)N3CCOCC3)cc2)c1C
  0.2	-5%	27%	10%	-6%	1	-2%	5%	-3%
- COc1ccccc1NS(=O)(=O)c1cccc(NC(=O)c2nn(C)c(=O)c3ccccc23)c1
  -0.2	5%	-3%	-3%	-4%	-2	-13%	12%	1%
- CCNC(=S)NNC(=O)Cc1ccccc1
  0.5	0%	-5%	-10%	-4%	6	-3%	-4%	0%
- COc1cccc(CNC(=O)CCc2nnc3ccc(NCCCN4CCCC4=O)nn23)c1
  -1.8	-4%	-4%	-9%	-22%	0	-10%	2%	-7%
- O=C1N(Cc2cccnc2)C[C@@H]2C[C@@H](c3cccc(Oc4ccccc4)c3)N3CCC[C@@]123
  -2.0	-19%	-14%	-13%	-2%	-6	11%	-6%	-3%
- CCOC(=O)c1c(C)[nH]c(C(=O)OCC(=O)N2c3ccccc3CC2C)c1C (stereo not drawn)
  -1.3	7%	5%	5%	3%	5	4%	12%	-1%
- COc1ccc(CNC(=O)C2CCN(S(=O)(=O)N3CCCCC3)CC2)c(OC)c1
  -2.1	14%	15%	3%	0%	1	12%	5%	-1%
- CN(C)c1cccc(C(=O)n2cc(C(=O)c3cc(F)ccc3O)cn2)c1
  1.1	-21%	-28%	23%	?	?	4%	9%	5%
- CCC(C)N=C1CC(C)(C)CC(=O)/C1=C(/O)Cc1ccccc1 (stereo not drawn)
  -4.5	2%	3%	-5%	-4%	-8	1%	-8%	0%
- COc1ccc(OCc2cc(C(=O)NC3CCOCC3)no2)c2ccccc12
  -2.3	27%	15%	16%	-24%	3	-16%	-22%	0%
- CCN1CCN(C(=O)c2ccc(Cl)c(S(=O)(=O)N(C)c3ccccc3)c2)CC1
  0.4	-8%	21%	2%	-4%	3	10%	-3%	-10%[1.84 µM]
- CCN(CC(=O)NC(=O)NCc1ccco1)Cc1nc2ccccc2c(=O)[nH]1
  -1.0	18%	27%	?	-21%	-16	-16%	3%	0%
- C[C@H](CO)N1C[C@H](C)[C@@H](CN(C)Cc2ccc(-c3ccccc3)cc2)Oc2ccc(NC(=O)Cn3cnnn3)cc2C1=O
  0.1	3%	1%	-2%	-8%	-2	2%	1%	0%
- CC(C)CN(C(=O)c1ccc(F)cc1F)c1c(N)n(CC(C)C)c(=O)[nH]c1=O
  -0.5	-11%	15%	9%	0%	5	-6%	-5%	1%
- C=CCn1c(C(C)C)nc2ccccc21
  -2.1	7%	1%	-1%[57.1 µM]	-8%	2	-29%	7%	-3%
- COCCn1cnc2c1c(=O)[nH]c(=O)n2Cc1ccccc1
  1.5	-4%	-28%	-6%	2%	-6	-1%	-2%	4%
- Cc1cc(=O)n(CC(=O)O)c2ccccc12
  2.9	3%	-7%	5%	2%	2	4%	-5%	4%
- O=C1N/C(=N/S(=O)(=O)Cc2ccccc2)S/C1=C/c1ccc2c(c1)OCO2
  -0.5	-9%	6%	-18%	-28%	?	-6%	-5%	4%
- CC(C)OC(=O)c1cccc2c1C(=O)c1ccccc1-2
  -1.7	-4%	16%	-9%	-12%	3	-13%	1%	-7%
- CSc1ccc(NC(=O)N2CCN(c3nc4ccccc4s3)CC2)cc1
  1.2	-3%	25%	-1%	-5%	nt	-16%	0%	0%
- CCCS(=O)(=O)NC(=O)C1(C)CCCN(C(=O)c2cncc(Br)c2)C1 (stereo not drawn)
  1.3	-24%	2%	-2%	-3%	1	2%	1%	-8%
- CCc1nc2c(c(=O)c3ccccc3n2C)c(=O)n1-c1ccc(F)cc1
  2.5	0%	-14%	-7%	-12%	5	-11%	3%	10%
- COc1ccccc1C(=O)NCC(=O)OCc1ccc(Br)cc1
  0.4	-23%	nt	-22%	6%	-1	-2%	14%	-5%
- O=S1(=O)CCO[C@H]2Cc3ccccc3[C@H]2N1Cc1ccc(Cl)cc1
  0.5	7%	26%	-1%	-12%	1	-19%	4%	-2%
- O=C(Cc1csc(N2CCOCC2)n1)N/N=C/c1ccccc1C(=O)O
  0.8	3%	1%	2%	5%	0	-2%	0%	3%
- COc1ccc(NC(=O)CCNS(=O)(=O)c2ccc(Br)s2)cc1
  -0.8	6%	-5%	-14%	2%	nt	-5%	14%	5%
- COc1ccccc1N1CCN(CC(=O)NC(=O)NCc2ccco2)CC1
  -4.0	-6%	nt	3%	-15%	-4	8%	0%	0%
- Fc1ccc(-c2cnn3c(-c4ccncc4)ccnc23)cc1
  3.7	-28%	-9%	-4%	0%	3	0%	7%	1%
- Cc1cc(=O)[nH]c(N/N=C/c2c[nH]c3ccccc23)n1
  0.1	2%	12%	-17%	-3%	-21	-12%	-15%	-1%
- Cc1cc(C)c2nc(NNC(=O)c3ccc(S(=O)(=O)N4CC(C)CC(C)C4)cc3)sc2c1 (stereo not drawn)
  -3.0	-3%	27%	-2%	-21%	1	-27%	-14%	1%
- COc1ccc(NC(=O)Cn2nc(C)c3ccccc3c2=O)cc1
  0.2	-4%	0%	0%	-2%	4	-1%	8%	1%
- COc1cc(OC)c(C2C(C(=O)N3CCOCC3)=C(C)NC3=C2C(=O)CC(C)(C)C3)cc1OC (stereo not drawn)
  0.0	14%	11%	3%	-6%	4	34%[activator]	?	1%
- COc1ccc(Cl)cc1Nc1nc(N)nc(C(F)(F)F)n1
  1.7	8%	18%	-7%	1%	nt	-7%	-3%	1%
- COc1ccc(-c2nn(-c3ccccc3)cc2/C=C2/SC(=S)N(Cc3ccco3)C2=O)c(C)c1
  -1.7	5%	16%	-7%	3%	nt	-10%	6%	-7%
- CCOC(=O)NC(c1ccc(C(C)C)cc1)C(Cl)(Cl)Cl (stereo not drawn)
  4.8	-22%	nt	6%	-7%	3	24%	1%	-5%
- CC(NC(=O)c1ccco1)C(=O)Nc1nccs1 (stereo not drawn)
  -1.8	-7%	nt	-24%	-3%	-4	1%	-1%	1%
- Cc1cc([N+](=O)[O-])nn1CC(=O)NCc1ccc(Cl)cc1
  -0.1	-9%	-23%	2%	4%	-5	-26%	-17%	1%
- O=C(O)c1ccc(S(=O)(=O)/N=C2\C=C(Nc3ccccc3F)C(=O)c3ccccc32)cc1
  -0.8	-29%	41%	40µM*	30µM*	?	22µM*	5%	-30%
- COc1ccc(-c2cc(C3CC3)nc(N)c2C#N)cc1
  -0.6	-7%	-12%	-5%	-12%	6	-23%	3%	-12%
- O=C(Nc1ccc2ccccc2c1)c1ccc(NS(=O)(=O)c2ccc(Br)s2)cc1
  -0.6	-9%	nt	2%	-17%	?	-8%	17%	2%
- CC1(C(=O)NCc2ccc(F)c(F)c2)Cc2c(-c3cccc(C(N)=O)c3)ccnc2O1 (stereo not drawn)
  -0.9	-11%	4%	-5%	-1%	-1	-9%	-10%	1%
- O=c1[nH]c(=O)n(CCCc2ccccc2)cc1-c1ccccc1
  -5.1	3%	nt	9%	0%	0	6%	-2%	-3%
- COc1ccccc1C(=O)N=C1NC(=O)CC2C(=O)NCCN12 (stereo not drawn)
  0.6	-13%	-8%	1%	-22%	2	-26%	0%	5%
- Cc1cc(C(=O)CCC(=O)N(C)CC(=O)Nc2ccccc2Br)c(C)s1
  0.7	-6%	29%	-2%	-12%	-9	-5%	2%	1%
- CCC(CC)NCc1ccc(OC)cc1OC
  -1.4	-9%	17%	3%	-4%	nt	4%	0%	-1%
- O=C(Nc1ccccc1C(=O)N1CCOCC1)c1cccc(S(=O)(=O)N2CCCC2)c1
  0.6	0%	nt	-1%	-4%	-2	4%	11%	-1%
- CN1CCCC(OC(=O)c2ccccc2F)C1 (stereo not drawn)
  1.1	-8%	-21%	8%	-3%	-2	8%	-3%	-1%
- Cc1ccc(C2(C)NC(=O)N(CC(=O)N3CCN(S(=O)(=O)c4ccc(Cl)s4)CC3)C2=O)cc1 (stereo not drawn)
  -3.6	11%	?	-2%	-6%	-4	-8%	2%	1%

# Compounds as they come; overall some 4.1% were active at least once.
